# Source: PubChem
# procasp3 activ – activates human procaspase-3; recombinant procaspase-3 D3A, Ac-DEVD-pNA absorbance 405 nm; activation, % at 8.5 µM; 330,000 tested, 0.11% active; AID 463141;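 active = activation above the mean of all tested compounds plus 3 SD, cut at about 21% in these data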;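 also: 0% = DMSO alone and 100% = DMSO wells spiked with extra 5 µM PC-3 D3A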
# Target sequence (P42574 whole entry D9A/D28A/D175A): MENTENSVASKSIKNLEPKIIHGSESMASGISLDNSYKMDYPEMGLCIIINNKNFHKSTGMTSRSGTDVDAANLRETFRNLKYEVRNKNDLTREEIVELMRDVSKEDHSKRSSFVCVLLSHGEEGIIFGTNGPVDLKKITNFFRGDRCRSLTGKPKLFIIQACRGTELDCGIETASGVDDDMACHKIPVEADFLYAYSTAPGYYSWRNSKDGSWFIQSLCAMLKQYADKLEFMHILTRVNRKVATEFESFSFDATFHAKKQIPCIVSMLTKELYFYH
#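 Evaluation: percent activation relative to control range; Material: Procaspase-3 D3A mutant, all three cleavage aspartates alanine; Compound: single dose, 8.5 µM nominal compound, 0.8% DMSO; Replication: one well per compound; Signal: absorbance at 405 nm, 0 and 120 min; Schedule: 1 h preincubation plus 2 h reaction at 25 °C.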
# RPL19A-GFP yeast – yeast TOR pathway RPL19A-GFP modulation; percent response vs DMSO, % at 10 µM; AID 2025; S. cerevisiae RPL19A-GFP strain, flow cytometry, 3 h; stronger effect = lower value; 330,000 tested, 0.3% active;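 active = percent response vs DMSO below 50%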;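 also: median channel GFP fluorescence of the barcoded RPL19A-GFP strain; ratio of sample median GFP to plate DMSO average so 100% = DMSO; lower means less RPL19A-GFP as with rapamycin TOR inhibition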
# AHR activator – activates the human aryl hydrocarbon receptor | P35869 | AHR-responsive luciferase reporter cells, luminescence | activation, % at 5 µM | 320,000 tested, 2.5% active | AID 2796; in the data active = activation above about 47%;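 also: 0% = vehicle wells and 100% = reference agonist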
# CIT2-GFP yeast – yeast TOR pathway CIT2-GFP modulation; AID 2029; S. cerevisiae CIT2-GFP strain, flow cytometry, 3 h; 100 means same as DMSO wells; 320,000 tested, 0.065% active; GFP response vs DMSO, % at 10 µM;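 active = GFP response relative to DMSO above a set limit, near the screen mean plus 3 SD, cut at about 150% in these data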;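 also: ratio of well median GFP fluorescence to mean of DMSO wells on the plate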
# procasp7 counter – activates human procaspase-7, counter-screen for procaspase-3 activators. 330,000 tested, 0.093% active. P55210. recombinant procaspase-7, Ac-DEVD-pNA absorbance 405 nm; D23A/D198A/D206A triple mutant, cannot self-cleave; scale: DMSO 0, 5 µM enzyme 100. AID 463210. activation, % at 8.5 µM;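 active = percent activation above the screen-wide mean plus 3 SD, cut at about 25% in these data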
# Target sequence (P55210 whole entry D23A/D198A/D206A): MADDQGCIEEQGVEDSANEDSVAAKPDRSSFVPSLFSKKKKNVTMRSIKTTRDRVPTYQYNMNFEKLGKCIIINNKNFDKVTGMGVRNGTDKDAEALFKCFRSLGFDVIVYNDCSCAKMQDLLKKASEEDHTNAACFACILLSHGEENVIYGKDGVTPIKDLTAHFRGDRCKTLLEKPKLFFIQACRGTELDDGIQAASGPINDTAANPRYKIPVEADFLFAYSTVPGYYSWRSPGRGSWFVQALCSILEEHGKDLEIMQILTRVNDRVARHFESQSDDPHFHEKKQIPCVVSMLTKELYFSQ
#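 Material: Procaspase-7 triple mutant (PC-7 D3A) | Quantity: 2 µM procaspase-7 mutant as dispensed | Reagent: DEVD-pNA substrate | Times: 1 h preincubation, 2 h reaction | Technique: 405 nm absorbance of p-nitroaniline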
# MEP2 TOR yeast – modulators of TOR pathway MEP2-GFP in S. cerevisiae; S. cerevisiae MEP2-GFP strain, flow cytometry GFP, 3 h; 100% = DMSO control level; GFP response vs DMSO, % at 10 µM; 330,000 tested, 0.51% active; AID 2016;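 active = GFP response versus DMSO above a set limit, roughly screen mean plus 3 SD, cut at about 180% in these data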;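 also: median GFP fluorescence of the barcode-gated MEP2-GFP cells per well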
# AGP1-GFP MLPCN – modulators of TOR pathway AGP1-GFP in S. cerevisiae; S. cerevisiae AGP1-GFP multiplex flow cytometry, 3 h; GFP as percent of DMSO wells; GFP response vs DMSO, % at 10 µM; 320,000 tested, 0.02% active;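 active = GFP response relative to DMSO above a set limit, near screen average plus 3 SD, cut at about 150% in these data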;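 also: median GFP channel fluorescence of the gated AGP1 strain per well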
# LAP4 TOR yeast – yeast TOR pathway LAP4-GFP modulation; GFP response vs DMSO, % at 10 µM; AID 2023; 320,000 tested, 0.34% active; S. cerevisiae LAP4-GFP multiplex, flow cytometry GFP, 3 h; median GFP as percent of DMSO wells;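 active = GFP response vs DMSO above a set limit, about the screen mean plus 3 SD, cut at about 150% in these data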
# An asterisk follows results filed as active; x = not tested or not shown.
SMILES,procasp3 activ,RPL19A-GFP yeast,AHR activator,CIT2-GFP yeast,procasp7 counter,MEP2 TOR yeast,AGP1-GFP MLPCN,LAP4 TOR yeast
CCC(=O)NC(=S)Nc1cccc(NC(=O)c2ccco2)c1,-4,98,11,96,3,98,98,97
N#Cc1ccc(CSc2nnc(-c3cccnc3)o2)cc1,6,100,-1,98,-3,102,98,88
CCOc1ccc(N(CC(=O)N2CCCCCC2)S(C)(=O)=O)cc1,3,109,8,110,-7,108,110,103
COc1ccc(NC(=O)CCNC(C)=O)cc1NS(=O)(=O)c1ccc(F)cc1,2,101,1,99,4,97,105,108
COc1cc2c(cc1OC)CN(Cc1cc(=O)n3c(-c4ccccc4)csc3n1)CC2,0,102,5,91,1,100,98,96
COC(=O)C[C@H]1c2cc(C(F)(F)F)ccc2S(=O)(=O)N1Cc1ccc(OC)cc1,4,102,2,101,4,97,90,123
Cc1ccc(NC(=O)N2CCCC2C(=O)Nc2ccc(-n3cnnn3)c(C)c2)cc1 (configuration not stated),1,97,0,101,3,100,102,97
C[C@H](CO)N1C[C@H](C)[C@@H](CN(C)S(C)(=O)=O)Oc2ccc(NC(=O)Cn3cnnn3)cc2C1=O,5,89,1,95,6,87,94,85
COc1cc(NC(=O)CCC(=O)Nc2ccc3nc(N4CCOCC4)cc(C)c3c2)cc(OC)c1OC,5,99,18,102,3,98,101,92
Cc1ccc(/C=C/C(=O)c2cc(Br)ccc2OC(=O)c2ccco2)cc1,-6,101,9,x,-2,100,99,90
Cc1ccc(NC(=O)CCC(=O)NNC(=O)NC23CC4CC(CC(C4)C2)C3)cc1C,-2,93,-1,78,2,100,92,110
CCOc1cc(CNCc2ccccn2)ccc1OCC(=O)NC(C)(C)C,1,92,2,82,5,96,90,90
CC(C)(C)c1ccc(C(=O)CSc2ncn[nH]2)cc1,-9,104,4,101,-19,105,111,105
CC(C)(C)OC(=O)NCc1ccc(CNC(=O)c2nc[nH]c2C(=O)NCc2ccc(CNC(=O)OC(C)(C)C)cc2)cc1,8,97,1,104,-8,x,95,103
CCOc1ccc(C2CC(=O)NC(SC)=C2C#N)cc1 (configuration not stated),10,99,1,101,4,103,101,107

# The final 3 entries of the section above lead into the next.
SMILES,procasp3 activ,RPL19A-GFP yeast,AHR activator,CIT2-GFP yeast,procasp7 counter,MEP2 TOR yeast,AGP1-GFP MLPCN,LAP4 TOR yeast
CC(C)(C)c1ccc(C(=O)CSc2ncn[nH]2)cc1,-9,104,4,101,-19,105,111,105
CC(C)(C)OC(=O)NCc1ccc(CNC(=O)c2nc[nH]c2C(=O)NCc2ccc(CNC(=O)OC(C)(C)C)cc2)cc1,8,97,1,104,-8,x,95,103
CCOc1ccc(C2CC(=O)NC(SC)=C2C#N)cc1 (configuration not stated),10,99,1,101,4,103,101,107
O=C(NCc1ccco1)c1cnn2c(C(F)F)cc(-c3ccccc3)nc12,-3,97,10,95,9,97,97,97
O=C(Nc1ccc(F)cc1F)c1csc(-c2ccccc2)n1,5,98,40,98,7,102,91,88
CC1=C(C(N)=O)C(c2ccc(Cl)c(Cl)c2)n2ncnc2N1 (configuration not stated),-5,97,-1,96,-6,97,102,99
C=CCN(c1ccc(C(=O)Nc2cccc(C)c2)cc1)S(C)(=O)=O,-1,94,17,106,6,102,97,96
COc1cccc(OC)c1OCCN1CCN(C(=O)c2ccco2)CC1,-3,94,7,91,-3,97,94,93
COc1ccc2c(c1)sc1nc(-c3ccccc3)cn12,1,94,57*,77,-1,95,98,136
COc1ccc(NC(=O)c2cc(CC(C)C)nc3ccccc23)cc1,-7,103,1,111,13,102,109,87
CCn1c(CCNC(=O)c2ccc(Cl)cc2)n[nH]c1=S,-6,101,1,101,3,105,106,112
CCCC(=O)Nc1ccc(S(=O)(=O)Nc2cc(OC)nc(OC)n2)cc1,x,102,x,108,x,108,86,96
Cc1nnc(SCC(=O)OC2CC(C)CCC2C(C)C)[nH]c1=O (configuration not stated),5,103,2,103,5,113,106,108
Cc1cc2cc(C)c3nnc(SCc4ccccn4)n3c2cc1C,3,108,73*,110,-4,110,106,102
Cc1cc(OC(C)C(=O)NCc2ccncc2)c2c(C)cc(=O)oc2c1 (configuration not stated),-4,105,7,110,10,102,104,91
O=C(OCN1C(=O)c2ccccc2C1=O)c1cccc(OC(F)F)c1,13,102,-3,103,8,104,101,97
C=CCOc1ccc(C2C(C(=O)c3ccco3)=C(O)C(=O)N2Cc2cccnc2)cc1 (configuration not stated),-20,97,-3,x,-38,96,95,88
COc1ccc(OC)c(C2CC(=O)N3CN(c4cccc(Cl)c4C)CSC3=C2C#N)c1 (configuration not stated),-19,105,1,91,-21,107,99,113

# A different layout for 2 compounds above:
> CC1=C(C(N)=O)C(c2ccc(Cl)c(Cl)c2)n2ncnc2N1 (configuration not stated)
- procasp3 activ: -5
- RPL19A-GFP yeast: 97
- AHR activator: -1
- CIT2-GFP yeast: 96
- procasp7 counter: -6
- MEP2 TOR yeast: 97
- AGP1-GFP MLPCN: 102
- LAP4 TOR yeast: 99

> Cc1nnc(SCC(=O)OC2CC(C)CCC2C(C)C)[nH]c1=O (configuration not stated)
- procasp3 activ: 5
- RPL19A-GFP yeast: 103
- AHR activator: 2
- CIT2-GFP yeast: 103
- procasp7 counter: 5
- MEP2 TOR yeast: 113
- AGP1-GFP MLPCN: 106
- LAP4 TOR yeast: 108

# The listing continues.
SMILES,procasp3 activ,RPL19A-GFP yeast,AHR activator,CIT2-GFP yeast,procasp7 counter,MEP2 TOR yeast,AGP1-GFP MLPCN,LAP4 TOR yeast
CCC(CC)C(=O)Nc1cc([N+](=O)[O-])ccc1F,-6,104,5,98,3,99,100,92
COc1ccc(N2CCN(C(CNS(=O)(=O)c3cccs3)c3cccnc3)CC2)cc1 (configuration not stated),4,86,-2,87,-1,92,89,89
Cc1noc(C)c1S(=O)(=O)Nc1ccc(C(=O)N2CCc3ccccc3C2)cc1,3,110,2,112,0,106,112,111
Nc1c(Cl)cc(-c2[nH]c3cc(C(=O)NCCO)ccc3c(=O)c2O)cc1Cl,-11,90,14,62,-9,94,74,104
CCc1[nH]nc(C(=O)N2CCCC(C(=O)c3cccc(OC(C)C)c3)C2)c1C (configuration not stated),10,93,4,97,-3,93,92,86
O=C(N/N=C/C(Cl)=C/c1ccccc1)c1ccccn1,-7,99,7,86,2,97,84,96
O=C(/C=C/c1ccc(F)cc1)NCC1(c2ccccc2)CCOCC1,5,106,7,103,-12,106,103,94
CC(C)(/C=N/NC(=O)CSCc1ccccc1Cl)CCC#N,-3,103,9,98,-1,97,96,89
C=CCNc1nc(Cl)nc(Nc2ccc(OC)cc2)n1,-6,96,18,85,7,102,88,112
CN1CCN(C(=O)/C(=C/c2ccco2)NC(=O)c2ccccc2)CC1,-6,102,1,100,8,105,106,101
COc1ccc(/C=N/NC(=O)COc2ccc(Cl)cc2Cl)cc1Cn1nc(C)cc1C,14,105,8,102,-5,103,101,95
CCOC(=O)N1CCN(C(=O)/C=C/c2ccc(OC)cc2)CC1,1,96,29,100,13,107,101,101
CC(C)c1nc(SCC(=O)Nc2cccc(C(F)(F)F)c2)c2c(=O)n(C)c(=O)n(C)c2n1,2,108,0,99,1,113,97,117
O=C(NCc1cccnc1)c1ccccc1NS(=O)(=O)c1ccc(Br)cc1,-4,102,0,98,12,94,98,95
CCOc1ccc(-n2c(SCC(N)=O)nc3c([nH]c4ccccc43)c2=O)cc1,-4,90,46,90,0,93,94,95
COC(=O)c1cn(NC(=O)Cc2ccccc2OC)c(=O)c2ccccc12,4,99,11,91,8,106,105,110
CC(CC(=O)Nc1cccc(S(=O)(=O)N2CCCCC2)c1)c1ccccc1 (configuration not stated),6,92,2,99,-6,97,97,95
O=c1c(/C=N/N2CCOCC2)c(C(F)(F)F)[nH]n1-c1ccccc1,0,102,2,102,0,111,99,92
CCOC(=O)N1CCN(C(c2ccc(C)cc2)c2sc3nc(C)nn3c2O)CC1 (configuration not stated),5,102,-1,103,-2,104,100,100
Cc1cccc2c(C(=O)O)cc(-c3cccnc3)nc12,-1,91,5,90,-2,96,100,99
Cc1cc(OCC(=O)NC2CC2)c2c(C)c(C)c(=O)oc2c1,5,98,15,94,5,102,99,100
CCn1c(C)nc2cc(-c3nnc(-c4c(-c5ccccc5)noc4C)o3)ccc21,-1,102,15,105,10,97,110,97
CCOc1c(Nc2ccccc2O)c(=O)c1=O,-1,98,4,89,0,100,97,94
CCN1CC(CN(C)Cc2nc(-c3cccs3)no2)CC1=O (configuration not stated),1,97,1,105,-2,104,117,103
CCOc1ccc(N(CC(=O)NC2CCCC2)C(=O)CCC(=O)Nc2nc(C)cs2)cc1,7,104,3,95,3,100,104,101
COc1cc(NS(=O)(=O)c2ccc(NC(=S)NC(=O)c3ccco3)cc2)nc(OC)n1,-7,111,0,108,-6,103,104,101
CC(=O)NC(Cc1ccccc1C)C(=O)NC1CCN(c2ncccc2[N+](=O)[O-])CC1 (configuration not stated),8,100,4,82,-9,116,99,105
CCOC(=O)c1sc(=NC(=O)c2ccccc2Br)n(C)c1C,4,96,3,91,2,93,105,102
Cc1ccc(-c2cc(C(=O)OCC(=O)NC3CC3)c3ccccc3n2)cc1,-1,94,3,98,-3,97,102,99
COCCN(C(=O)c1csnn1)C(C(=O)NC1CCCCC1)c1ccccc1F (configuration not stated),-8,108,7,94,-19,106,94,92
COc1ccc(N2CC(NS(=O)(=O)c3ccc4ccccc4c3)CC2=O)cc1OC (configuration not stated),0,98,0,84,-9,98,110,108
CCC(c1nnnn1CCOC)N1CCN(Cc2ccccc2)CC1 (configuration not stated),0,100,1,101,1,104,107,104
O=C(/C=C/c1cccs1)N1CCC2(CC1)Oc1ccc(Cl)cc1C(=O)C21CC(c2cccnc2)=NO1 (configuration not stated),-1,102,0,107,3,106,107,101
COc1cccc(/C=N/n2c(N)c(S(=O)(=O)c3cccs3)c3nc4ccccc4nc32)c1OC,-6,101,-15,106,8,116,112,104
CCOC(=O)Nc1cccc(OCC(=O)Nc2ccc3c(c2)CCC3)c1,0,90,3,82,15,94,88,99
O=C(Nc1ccc([N+](=O)[O-])cc1)Nn1cnnc1,-1,116,0,99,-5,112,103,107
O=C(O)CSCc1nc2scc(-c3ccccc3)c2c(=O)[nH]1,-1,103,3,86,-6,93,89,82
O=C(Nc1ccccc1)c1ccc(=O)[nH]n1,1,100,6,102,15,105,99,97
CCCn1ncc(C(=O)N(C)C2CCCN(Cc3ccccc3F)C2)c1C (configuration not stated),4,92,1,102,5,102,107,106
CCOc1ccc(OCC)c(N=c2oc3c(C)ncc(CO)c3cc2C(N)=O)c1,3,106,10,110,-10,107,112,110
COc1cc(/C=N/n2c(-c3ccccc3)n[nH]c2=S)cc(OC)c1OC,-17,96,12,80,-33,90,94,105
CCn1c(/C=C/c2ccccc2)nc2ccccc2c1=O,-3,106,79*,92,-6,107,88,100
Cc1ccc(CNC2=NCCCCC2)n1C,-5,105,1,97,4,98,106,103
CNC(=O)CSc1nnnn1-c1ccc(C)cc1C,2,98,-1,104,14,104,101,100
CCCCCCCc1c(O)nc(SCC(=O)O)[nH]c1=O,1,100,1,87,3,100,101,99
COC(=O)c1ccc(Sc2ccccc2NS(=O)(=O)c2ccc(C)cc2)nc1,1,97,9,102,1,97,x,97
Cc1[nH]nc(SCC(=O)NCC(C)C)c1[N+](=O)[O-],1,104,0,95,3,108,110,114
C=CCn1c(SCc2cc(=O)n3cc(C)ccc3n2)nnc1-c1ccc(F)cc1,-6,97,-5,96,-7,90,91,87
